# mHTT CaM bind = disrupts binding of mutant huntingtin to calmodulin; AlphaScreen His-mHTT/GST-CaM binding, luminescence; P42858; 190,000 tested, 3.6% active; AID 1671202; inhibition, % at 15 µM;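 also: 0% = both proteins with DMSO and 100% = one protein alone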
# Pf apPOL inh = Pf-apPOL DNA polymerase inhibition | Recombinant Pf-apPOL, molecular beacon fluorescence, 1.5 h | 210,000 tested, 0.25% active | inhibition, % at 10 µM
# * = called active by the depositor; nt = no result given; & = joins results of further samples. Rule as the data show it: active = inhibition above about 50%; inactive = the rest.
canonical_smiles | mHTT CaM bind | Pf apPOL inh
CCOC(=O)c1c(NC(=O)C2CC2)sc2c1CCC(C)C2 (stereo not drawn) | -10 | -4
CCC1Sc2ccccc2N(CC(=O)NC2CCCCC2C)C1=O (stereo not drawn) | -15 | -12
Cc1cccc(-c2noc(C3CCCN3C(=O)C3CCCCC3)n2)c1 (stereo not drawn) | -8 | -6
Cc1cc(OCC(=O)Nc2cccc(Cl)c2)nc(N2CCCC(C)C2)n1 (stereo not drawn) | -28 | -1
CN(Cc1ccccc1)C(=O)C1CC(c2ccc(F)cc2)=NO1 (stereo not drawn) | -15 | 0
COc1ccc(Cl)cc1C(=O)Nc1ccc2c(c1)CC(=O)N2 | 14 | -4
O=C(c1ccc(F)cc1)N1CCC(CCNS(=O)(=O)c2cc(F)ccc2F)CC1 | 44 | -1
O=C(NCCN1CCOC(c2ccccc2)C1)C(=O)Nc1ccc(OC(F)(F)F)cc1 (stereo not drawn) | -3 | -6
Cc1cc(C(=O)N2CCCC2c2c(C)noc2C)on1 (stereo not drawn) | -13 | 3
O=C(O)CNC(=O)C(CS)Cc1ccccc1 (stereo not drawn) | nt | 7
CC1=C(C(=O)NCc2ccccc2F)C2(CCCCCC2)OC1=O | -7 | 7
COCc1nnc(NC(=O)c2ccc(-c3ccccc3)cc2)s1 | -2 | -1
O=C(CSc1ccccc1)Nc1ncc(S(=O)(=O)c2ccc([N+](=O)[O-])cc2)s1 | -2 | -6
N=C1NC(=O)C(CC(=O)Nc2ccc(Br)cc2)S1 (stereo not drawn) | 4 | 0
CC(C)Sc1ccc(CC(=O)NCC2CCN(C(=O)Nc3ccc(F)cc3)CC2)cc1 | -11 | -8

# Carrying on.
canonical_smiles | mHTT CaM bind | Pf apPOL inh
CCOc1ccc(C(=O)Nc2c3c(nn2C(C)(C)C)CS(=O)(=O)C3)cc1OCC | -2 | -5
COc1ccc(C)cc1NC(=O)CNS(=O)(=O)c1ccc(Br)s1 | 2 | -6
COc1cccc(NC(=O)c2ccc(OC)c(Br)c2)c1 | -9 | 12
O=C(CN(Cc1ccccc1Cl)S(=O)(=O)c1ccc(Cl)cc1)NCc1cccnc1 | 14 | -4
CSCCC(C(=O)O)N1C(=O)NC2NC(=O)NC21 (stereo not drawn) | -5&-4 | -9
COc1ccc(NC(=O)CN2C(=O)C3CCCN3C(=O)c3ccc(F)cc32)cc1 (stereo not drawn) | 5 | -6
Cc1cc(C)c2c(c1)[nH]c1nnc(SCC(=O)Nc3ccc4c(c3)OCCO4)nc12 | 35 | 4
Cc1ccc(NC(=O)c2ccc(-c3nc(-c4ccc(F)cc4)no3)cc2)nc1 | -5 | 0
COc1cccc2cc(C(=O)NCCn3ccnc3C)oc12 | -8 | -6
CN1C(=O)C(CC(=O)NC2CCCC2)Sc2ncccc21 (stereo not drawn) | -9 | -2
COc1cc(N)c(C)cc1NC(C)=O | 7 | -2
O=C(c1cccn2c(=O)c3sccc3nc12)N1CCN(c2ccccn2)CC1 | 9 | -6
O=C(CC1CCCC1)Nc1cnc(N2CCCCC2)nc1 | 0 | -7
O=C(NCC1CCN(Cc2ccco2)CC1)c1c(F)cccc1F | -6 | -6
CCCN1C(=O)Cc2ccccc2C1C(=O)NCc1ccc(OC)cc1 (stereo not drawn) | -8 | -3

# Additional compounds
canonical_smiles | mHTT CaM bind | Pf apPOL inh
Cc1ccccc1-c1nnc(-c2ccc(Cl)cc2)o1 | -13 | -11
O=S(=O)(c1cccnc1)N1CCC2(CC1)Nc1cccnc1NC2=NCc1ccccc1 | 17 | 0
O=C(CSc1n[nH]c(-c2ccccc2)n1)Nc1cccc(Cl)c1 | 4 | -8
O=C(c1ccc2nc3ccc(Cl)cc3c(=O)n2c1)N1CCN(c2ccc([N+](=O)[O-])cc2)CC1 | 14 | -2
CCN1CCN(c2ncc(C(=O)Nc3ccc(C)cc3Br)c3ccccc23)CC1 | 22 | -5
Cc1cccc(Cc2c(C)nc3nc(SCC(=O)NCc4ccco4)nn3c2C)c1 | 8 | 0
COc1ccc(CNC(=O)Cn2cc3c(n2)CCCCCC3)cc1 | -4 | -3
O=C(C1CCN(c2cncnc2N2CCCCC2)CC1)N1CCN(C2CCCCC2)CC1 | 11 | -2
O=C(NCCCN1CCCC1)c1cccc(C2CCCN(C(=O)Nc3ccccc3)C2)c1 (stereo not drawn) | 14 | 0
O=C(CSCc1ccccc1)N1CCN(Cc2nc(C3CC3)cs2)CC1 | -3 | -21
CCOc1ccc(C(=O)Nc2cccc(NC(=O)C(C)C)c2)cc1[N+](=O)[O-] | 8 | -6
CCC1c2ccc(C)n2CCN1C(=O)Nc1ccc(Br)c(C)c1 (stereo not drawn) | 33 | 0
COc1cc(OC)cc(C2=NC3(CCCC3)N(C(=O)c3cc(OC)c(OC)c(OC)c3)C2=S)c1 | 52* | -5
Cc1ccc(C(=O)N2CCc3sc(C(=O)NC4CCCCC4)cc3C2)cc1 | -2 | -6
O=C(NCc1ccc2c(c1)OCO2)C1CC(=O)N(CCc2ccccc2)C1 (stereo not drawn) | -4 | 1

# Further compounds follow:
canonical_smiles | mHTT CaM bind | Pf apPOL inh
O=C(c1ccc(F)cc1)N1CCC(CCNS(=O)(=O)c2cccc(F)c2)CC1 | 41 | 0
O=C(CCN1C(=O)c2ccccc2C1=O)Nc1cccnc1 | -5 | -2
CCC(Sc1nc2ccc([N+](=O)[O-])cc2s1)C(=O)Nc1ccc(C(C)=O)cc1 (stereo not drawn) | 5 | 0
COc1nc(SCC(=O)O)nc(N2CCOCC2)n1 | 1 | 2
O=C(Nc1ccccc1)c1cccc(S(=O)(=O)N2CCC(=O)C3CCCCC32)c1 (stereo not drawn) | -3 | -12
Cn1cccc1C1CC(c2ccc(F)cc2)=NN1C(=O)CN1CCCCC1 (stereo not drawn) | 70* | -4
CCCn1c(C2CCN(C(=O)Nc3ccc(Cl)cc3)C2)nc2cccnc21 (stereo not drawn) | -2 | -9
O=C1OC(c2ccc(Br)cc2)=N/C1=C\c1cc(Br)cs1 | 8 | -2
CCc1ccc(OCC(=O)Nc2ccc(S(=O)(=O)N3CCCC3)cc2)cc1 | 4 | -1
CCC(=O)N1CCc2sc(S(=O)(=O)N3CCN(c4ccccc4C)CC3)cc2C1 | 34 | -5
Cc1ccc(NC(=O)C2Oc3ccccc3NC2=O)c(C)c1 (stereo not drawn) | -8 | -1
COc1ccc(CNC(=O)C2CCCN(C(=O)c3ccccc3F)C2)cc1 (stereo not drawn) | 31 | -4
O=C(C1CCCCC1)N1CCCN(c2cc(-c3ccccc3)[nH]n2)CC1 | 9 | -9
COc1cc(/C=C(\C#N)c2nc(-c3ccc(Br)cc3)cs2)ccc1O | 3 | -2
Cc1c(Cl)cccc1NC(=O)C(=O)NCC(O)c1ccccc1 (stereo not drawn) | -5 | -10

# Further entries.
canonical_smiles | mHTT CaM bind | Pf apPOL inh
Cc1ccc2nc(-c3ccc(C)o3)c(NC(=O)CCCl)n2c1 | 12 | -1
O=C(C1CCCO1)N1CCC(CCOCc2cccc(F)c2)CC1 (stereo not drawn) | -3 | -5
O=C(Cc1nnc(-c2ccc3ncccc3c2)o1)Nc1ccccc1 | 1 | -1
COc1ccc(NC(=O)C(c2cc3c(cc2[N+](=O)[O-])OCO3)N2CCCCC2)cc1 (stereo not drawn) | 35 | -9
Cc1ccc2nc(-c3ccc(N=Cc4ccccc4O)cc3)sc2c1 | nt | -1
CC1CCc2c(sc3c2c(=O)n(C)c2nnc(SCc4ccc5c(c4)OCO5)n32)C1 (stereo not drawn) | 2 | -5
Cc1cc(C)c(S(=O)(=O)N2CCCC2c2nc(-c3ccccc3C)no2)cc1C (stereo not drawn) | -40 | 2
CC1=C(C(=O)N2CCOCC2)C(c2ccc(Cl)cc2)n2c(nc3ccccc32)N1 (stereo not drawn) | 2 | 4
Cc1ccc(/C=C2/SC(=O)NC2=S)o1 | 39 | nt
CN1C(=O)Cc2cc(C(=O)NCc3ccc4c(c3)OCO4)ccc21 | 6 | 8
CC(CC(F)(F)F)C(=O)NC1CCc2[nH]c3ccc(Br)cc3c2C1 (stereo not drawn) | 34 | -3
CC1CC(N=Cc2ccc([N+](=O)[O-])s2)CC(C)(C)C1 (stereo not drawn) | nt | -14
CC(=O)c1c(N2CCOCC2)nc(=O)n(-c2ccccc2)c1C | -6 | 0
O=C(CSc1nnc(CNC(=O)c2ccc(F)cc2)o1)NCc1ccc2c(c1)OCO2 | -17 | -9
COC(=O)c1ccn(Cn2nnc(CCn3cc(Cl)cn3)n2)n1 | -5 | nt

# Given field by field: entries from further up.
O=C(C1CCCO1)N1CCC(CCOCc2cccc(F)c2)CC1 (stereo not drawn)
  mHTT CaM bind: -3 | Pf apPOL inh: -5
O=C(Cc1nnc(-c2ccc3ncccc3c2)o1)Nc1ccccc1
  mHTT CaM bind: 1 | Pf apPOL inh: -1

# (next part)
canonical_smiles | mHTT CaM bind | Pf apPOL inh
Cc1ccc(C(=O)NCCc2nc3ccccc3[nH]2)cc1C | -1&1 | -5&-2
COc1ccc(Cl)cc1-c1nc(C=Nc2ccc(C)cc2Br)c(O)o1 | 7 | 2
COc1ccc(-c2cc(=O)c3cc(NC(=O)C(C)(C)C)ccc3o2)cc1 | -6 | -7
COc1ccc(CN2CCc3ccccc3C2)c(OC)c1OC | -5 | -12
COc1cccc2cc(C(=O)Nc3nccs3)c(=Nc3ccc(C)cc3)oc12 | 1 | 0
CSCCC(N=CC1=C(O)CC(C)(C)CC1=O)C(=O)O (stereo not drawn) | -1 | -12
COC(CNC(=O)c1ccc2c(c1)NC(=O)c1ccccc1N2)OC | 6 | 2
CSc1cccc(NC(=O)C(=O)NCCCn2ccnc2)c1 | 47 | -8
Cc1ccc2nc(-c3cccc(Cl)c3)c(NC(=O)C(C)Cl)n2c1 (stereo not drawn) | 15 | 36
CSc1ccccc1C(=O)NCC(C)(O)c1ccco1 (stereo not drawn) | -11 | -1
Cc1nnc2c(NC(=O)c3ccncc3)cccn12 | -7 | 0
COc1cccc(/C=C2\CS/C(=C\c3cccc(OC)c3OC)C2=O)c1OC | 53* | -4
COc1ccc(-n2nc3cc(C)c(NC(=O)c4cccnc4)cc3n2)cc1 | -2 | 30
Cc1nnc(SCC(=O)N(c2ccccc2)c2ccccc2)n1-n1cccc1 | -10 | 2
N#Cc1ccc(NC(=O)c2cc3nc(-c4ccc5c(c4)OCO5)cc(C(F)(F)F)n3n2)cc1 | -2 | -4

# Another view of part of the listing above:
SMILES: Cc1ccc(C(=O)N2CCc3sc(C(=O)NC4CCCCC4)cc3C2)cc1
  mHTT CaM bind = -2
  Pf apPOL inh = -6

SMILES: O=S(=O)(c1cccnc1)N1CCC2(CC1)Nc1cccnc1NC2=NCc1ccccc1
  mHTT CaM bind = 17
  Pf apPOL inh = 0

SMILES: Cc1cccc(Cc2c(C)nc3nc(SCC(=O)NCc4ccco4)nn3c2C)c1
  mHTT CaM bind = 8
  Pf apPOL inh = 0

SMILES: CCC1c2ccc(C)n2CCN1C(=O)Nc1ccc(Br)c(C)c1 (stereo not drawn)
  mHTT CaM bind = 33
  Pf apPOL inh = 0

# Next records follow:
canonical_smiles | mHTT CaM bind | Pf apPOL inh
CC1CCC2(CC1)OCC(C(=O)NC1CCN(C)CC1)N2C(=O)c1ccccc1F (stereo not drawn) | 5 | 2
CCOC(=O)N1CCc2nn(CC(=O)Nc3cc(F)ccc3F)c(=O)cc2C1 | 11 | 1
Cc1cccc(Nc2sc(C(=O)c3ccc(Cl)cc3)c(N)c2C(N)=O)c1 | 22 | -7
Cc1cc(C)cc(C(=O)N2CCCC(C(=O)NCc3ccccc3)C2)c1 (stereo not drawn) | 0 | 1
CCCC(C)NS(=O)(=O)c1ccc(C)cc1 (stereo not drawn) | -8 | 0
Nc1ccc(Cl)cc1C(O)c1ccccc1 (stereo not drawn) | -2 | -6
COc1cccc(OC)c1C(=O)N1CCCCC1 | 1 | -9
COc1ccc(C(=O)Nc2c3c(nn2-c2ccc(C)cc2)CSC3)cc1 | -3 | -3
CCn1cc(C(=O)NCCCN2CCC(C)CC2)c(=O)c2ccc(C)nc21 | -4 | -6
O=C(NCCN1CCCCC1)C1CCCN(c2ncnc3c2nc2n3CCCCC2)C1 (stereo not drawn) | -1 | -2
CCOC(=O)CNC(=O)N1CCc2cn(CC)c3cccc(c23)C1 | 5 | -2
CC(C)c1nc(CN2CCSCC2)cc(=O)[nH]1 | -4 | 0
CCC(C)NC(=O)C1(O)c2cc(Br)ccc2NC(=O)N1c1ccc(C)c(C)c1 (stereo not drawn) | 9 | -5
CCC(=O)NCCc1csc(C2CCN(C(=O)Nc3ccccc3C)CC2)n1 | 2 | -2
Cn1cnc([N+](=O)[O-])c1Sc1nnc(-c2ccc(C(C)(C)C)cc2)n1-c1ccc2c(c1)OCO2 | nt | -5

# (continued)
canonical_smiles | mHTT CaM bind | Pf apPOL inh
Cc1cc(C(=O)NCC2CCN(S(=O)(=O)C3CC3)CC2)c(C)o1 | 7 | -2
Cc1cccc(NC(=O)Cn2nc(N3CCCC(C)C3)c3ccccc3c2=O)c1 (stereo not drawn) | 14 | -3
CCOc1cc(C2C3=C(CC(C)(C)CC3=O)N(C)C3=C2C(=O)CC(C)(C)C3)cc(Cl)c1O | 39 | -8
COc1cccc(C(=O)Nc2ccc(-n3nncc3-c3ccccc3)cc2)c1 | 13 | -5
COc1cccc(C=C2Oc3c(ccc(O)c3CN3CCOCC3)C2=O)c1 | 9 | -20
Cc1ccc(NC(=O)c2cnn3c(C(F)(F)F)cc(-c4ccco4)nc23)cc1Cl | 6 | 4
O=S(=O)(c1ccccc1)c1ccsc1 | -6 | nt
CCn1ccc2c(cc(C(=O)Nc3ccccc3C(F)(F)F)n2C)c1=O | -7 | -5
CCc1cccc(OCCCCN2CCCC2)c1 | -4 | -8
O=C(Nc1ccc(N2CCN(Cc3ccc(C(F)(F)F)cc3)CC2)nc1)C1CC1 | 3 | -3
Cc1cccc(NC(=O)c2cc3cc(Cl)cc(Cl)c3oc2=N)c1 | 23 | -2
O=C(NCc1cccnc1)c1ccc(Cl)cc1 | -2 | -5
CCCSc1nnc2c(n1)OC=Nc1ccccc1-2 | 2 | -1
Cc1ccc(OCC(=O)Nc2ccc([N+](=O)[O-])cc2C)c(Br)c1 | -4 | -6

# Two entries picked at random from the list so far, as already listed:
canonical_smiles | mHTT CaM bind | Pf apPOL inh
O=S(=O)(c1ccccc1)c1ccsc1 | -6 | nt
O=C(Nc1ccc(N2CCN(Cc3ccc(C(F)(F)F)cc3)CC2)nc1)C1CC1 | 3 | -3
